Source: PubChem BioAssay (Sanford-Burnham Center for Chemical Genomics)
697 NFkB inh – lowers PMA/ionomycin-induced NF-kB signal in 697 B cells | inhibition, % at 4 µM | 330,000 compounds, 0.33% hits | 697 B-cell NF-kB luciferase reporter, 16 h; in the data active means inhibition above about 35%
CXCR6 block – CXCR6 (human) receptor inhibition; inhibition, % at 20 µM; AID 602244; 360,000 compounds, 0.36% hits; CHO-K1 PathHunter CXCR6 beta-arrestin, luminescence; O00574; in the data active means inhibition above about 34%, passing the limit was not always enough;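 further: antagonist mode with CXCL16 agonist at 10 nM final; 0% = 10 nM CXCL16 with DMSO and 100% = unstimulated wells without agonist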
UPR CHOP act – activators of apoptotic arm of unfolded protein response (CHOP) | CHO-CHOP luciferase reporter, UPR activation, luminescence; percent of tunicamycin response over DMSO baseline | activation, % at 10 µM | 330,000 compounds, 0.34% hits;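 active means at 10 µM dose, activation of 40% or more, normalized to positive control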;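 further: 100% = tunicamycin at 10 µg/mL and 0% = DMSO alone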
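measured by = luciferase luminescence | assay system = CHO-CHOP cells, stable luciferase reporter of PERK-eIF2a-CHOP signalling | amount = 500 reporter cells seeded per well | timing = 6 h compound exposure at 37 °C after overnight seeding | controls = positive tunicamycin 10 µg/mL, negative DMSO alone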
Gli-Sufu antag – blocks Gli-Sufu signaling in a luciferase reporter. inhibition, % at 5 µM. AID 588413. 340,000 compounds, 0.74% hits. Sufu-KO-LIGHT fibroblasts, Gli luciferase reporter luminescence;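 active means inhibition above about 55%, limit read from the data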;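 further: 0% = DMSO-treated cells and 100% = wells with medium but no cells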
XBP1 UPR activ – activators of adaptive arm of unfolded protein response (XBP1) | CHO-XBP1 luciferase reporter, IRE1-XBP1 UPR activation, luminescence; percent of tunicamycin response, DMSO as zero | activation, % at 20 µM | 330,000 compounds, 0.33% hits | AID 463104;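 active means versus positive control, 20 µM dose yields 30% or more activation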;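 further: 100% = tunicamycin at 10 µg/mL and 0% = DMSO only wells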
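Material: CHO cell line with stable XBP1 luciferase reporter; schedule: 16-18 h cell attachment at 37 °C, then 6 h compound exposure; signal: glow luminescence from Steady-Glo reagent; medium: serum-containing F12 medium, 10% FBS; benchmarks: tunicamycin 10 µg/mL and vehicle-only wells; read-out: percent activation relative to tunicamycin reference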
Mdm2-MdmX inh – human Mdm2/MdmX binding inhibition; O15151+Q00987; SaOS-2 split-luciferase Mdm2/MdmX complementation, luminescence; inhibition, % at 8 µM; 330,000 compounds, 3% hits; AID 485346;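 active means inhibition of at least 50% at 8 µM in the primary screen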
EBI2 block – antagonists of human EBI2 receptor; AID 651636; P32249; inhibition, % at 5 µM; 360,000 compounds, 0.81% hits; EBI2 beta-arrestin recruitment, luminescence, 7a,25-OHC stimulated; in the data active means inhibition above about 38%;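 further: enzyme fragment complementation signal reports receptor beta-arrestin coupling in cells; 0% = agonist plus DMSO wells and 100% = wells without agonist; some results beyond the cut were filed as inactive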
Target sequence (P32249 whole entry, looked up, the tested form may be a part): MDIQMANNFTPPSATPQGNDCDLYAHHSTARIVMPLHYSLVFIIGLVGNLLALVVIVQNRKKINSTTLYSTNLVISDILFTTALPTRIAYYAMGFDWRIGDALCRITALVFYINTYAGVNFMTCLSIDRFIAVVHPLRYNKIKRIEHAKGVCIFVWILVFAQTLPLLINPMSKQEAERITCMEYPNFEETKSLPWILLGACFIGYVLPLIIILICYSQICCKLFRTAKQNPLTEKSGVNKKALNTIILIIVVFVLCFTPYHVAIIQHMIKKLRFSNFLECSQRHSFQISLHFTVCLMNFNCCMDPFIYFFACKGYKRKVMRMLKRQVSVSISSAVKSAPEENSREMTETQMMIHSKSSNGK
CCR6 antagonist – antagonists of human CCR6 receptor; P51684; CHO-K1 CCR6 PathHunter beta-arrestin, luminescence, CCL20-stimulated; inhibition, % at 20 µM; 340,000 compounds, 0.49% hits;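 active means compounds whose inhibition of the agonist-driven luminescence signal at 20 µM reaches about 50%, limit read from the data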;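 further: cells stimulated with CCL20 at 14 nM final; plate controls were DMSO with CCL20 for no effect and DMSO without agonist for full effect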
Target sequence (P51684 whole entry, looked up): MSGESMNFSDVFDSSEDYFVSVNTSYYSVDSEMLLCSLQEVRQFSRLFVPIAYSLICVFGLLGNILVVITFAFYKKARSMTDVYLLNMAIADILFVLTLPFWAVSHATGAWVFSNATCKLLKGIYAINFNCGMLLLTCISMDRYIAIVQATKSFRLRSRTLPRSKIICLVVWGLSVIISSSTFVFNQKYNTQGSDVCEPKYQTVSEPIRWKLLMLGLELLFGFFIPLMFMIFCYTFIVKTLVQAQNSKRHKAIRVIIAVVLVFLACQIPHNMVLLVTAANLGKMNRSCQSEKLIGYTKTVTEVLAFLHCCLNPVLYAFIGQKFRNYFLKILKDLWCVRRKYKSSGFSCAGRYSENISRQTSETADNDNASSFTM
Jurkat NFkB inh – inhibitors of the PMA/ionomycin-induced NF-kB reporter in Jurkat cells. inhibition, % at 4 µM. PMA/ionomycin-induced NF-kB luciferase reporter, luminescence. 330,000 compounds, 0.53% hits; in the data active means inhibition above about 50%
* marks the source's active call; other numbers are inactive results; . = no result given. This is a random part of the collection; overall some 5% were active at least once.

SMILES	697 NFkB inh	CXCR6 block	UPR CHOP act	Gli-Sufu antag	XBP1 UPR activ	Mdm2-MdmX inh	EBI2 block	CCR6 antagonist	Jurkat NFkB inh
CCOc1ccc(NC(=O)c2ccc(NC(=S)NC3CC3)cc2)cc1	1.6	4.9	1.8	-7.1	-0.2	-15.2	1.7	2.7	-6.3
COC(=O)c1ccc(N2CCS(=O)(=O)CC2)cc1	5.2	-4.4	0.4	-5.2	6.5	-14.7	-6.1	9.0	3.3
O=C(Cn1nc(C(F)(F)F)c2c1CCCC2)NC1CCCC1	14.6	-5.2	-1.8	-4.9	1.9	7.3	-25.3	-0.2	-1.3
COc1ccc(C2=NCCn3nc4cc(C(F)(F)F)ccc4c32)cc1	-44.7	4.3	0.5	-2.0	5.9	-11.2	1.6	1.5	-41.4
Cc1ccccc1CSc1nnc(-c2cccnc2)n1N	-3.2	-1.5	0.5	.	1.1	15.5	-5.4	16.7	-11.7
Cc1cccc(C(=O)NCC(c2cccs2)N2CCOCC2)c1 (stereo not drawn)	22.0	6.4	-1.4	-10.1	0.8	0.0	9.5	-1.9	12.4
Cc1ccc(S(=O)(=O)Nc2nnc(CC(C)(C)C)s2)cc1	0.5	5.3	2.7	-2.6	-1.1	11.7	-11.2	3.4	-6.2
C#CCOC(=O)C[N+](C)(C)CC=C	-12.4	2.2	-0.5	5.3	0.0	21.6	7.5	-0.9	-0.9
CCCc1[nH]nc2c1C(c1c(C)nn(-c3ccccc3)c1Cl)C(C#N)=C(N)O2 (stereo not drawn)	-8.5	2.4	-0.3	9.2	3.0	0.3	-17.3	19.2	5.1
Cc1cccc(C(=O)OCC(=O)N2CC(C)OC(C)C2)c1C (stereo not drawn)	3.9	7.3	1.4	-4.4	1.9	4.3	-2.4	6.4	6.0
O=C(COc1ccc(Cl)cc1Cl)N/N=C/c1ccccn1	27.1	33.7	1.6	3.3	-2.7	-4.5	-4.8	5.5	-0.6
CC(CO)Nc1nc(SCc2ccccc2)nc2sc3c(c12)CCC3 (stereo not drawn)	-1.4	0.1	-0.5	-0.4	4.8	35.8	29.9	11.8	-18.4

Additional compounds follow.
SMILES	697 NFkB inh	CXCR6 block	UPR CHOP act	Gli-Sufu antag	XBP1 UPR activ	Mdm2-MdmX inh	EBI2 block	CCR6 antagonist	Jurkat NFkB inh
COc1cc(C(=O)NC2CCN(CC(=O)NC3CCCCC3)CC2)cc(OC)c1OC	12.0	4.9	0.6	-2.5	0.2	24.0	-14.5	3.5	-5.2
O=c1oc2ccccc2c(O)c1/C=N/c1ncccn1	18.6	-6.6	-0.2	-0.4	-0.9	18.6	2.1	-2.3	-7.8
Cc1noc(NS(=O)(=O)c2ccc(NC(=O)CSc3nc4ccccc4[nH]3)cc2)c1C	13.5	4.5	-0.9	0.8	-1.1	12.8	-3.6	-5.6	0.9
CC(=O)c1ccc(S(=O)(=O)NC2CCCCCCC2)cc1	-30.7	-1.4	1.1	6.2	7.0	-14.1	-3.5	7.6	-22.7
COc1cc([C@H](Cc2ccccc2)NC(C)=O)oc(=O)c1	-15.5	6.0	-0.9	5.6	-0.7	-3.9	1.5	2.9	8.4
C#CCNC(=O)C1=C[C@@H](c2ccc(C(F)(F)F)cc2)[C@H](CCCO)[C@@H](OCC)O1	13.5	5.8	-1.3	-0.8	0.1	20.4	8.2	7.0	-1.4
COCCN(C(=O)CCC(=O)Nc1ccccn1)C(C(=O)NCCC(C)C)c1ccc(C)cc1 (stereo not drawn)	4.6	6.2	-1.1	4.9	-5.0	4.9	-0.1	6.7	-1.2
CC(=O)N(C)c1ccc(OCC(O)COc2ccc(N(C)C(C)=O)cc2)cc1	13.5	-4.9	-0.8	2.5	1.2	4.0	-7.0	3.2	17.1
CC(C)CC(NC(=O)c1ccc(Cl)cc1)C(=O)OCc1cc([N+](=O)[O-])cc2c1OCOC2 (stereo not drawn)	8.0	7.7	0.9	0.8	-2.0	-8.1	9.4	12.9	8.7
O=S(=O)(NCc1cccnc1)c1ccc(Cl)c2ccccc12	1.6	-5.8	1.5	10.5	0.9	26.4	6.8	9.7	10.9
COc1ccc(CCNC(=O)CS(=O)Cc2nc(-c3cccs3)oc2C)cc1OC (stereo not drawn)	1.1	-9.5	-3.6	1.4	-0.6	-16.2	-4.8	7.5	-6.6
Cc1cc(=O)[nH]c(SC/C=C/c2ccccc2)n1	1.4	-3.6	0.4	-9.6	2.0	-5.3	-19.0	-10.1	-4.7

The listing continues.
SMILES	697 NFkB inh	CXCR6 block	UPR CHOP act	Gli-Sufu antag	XBP1 UPR activ	Mdm2-MdmX inh	EBI2 block	CCR6 antagonist	Jurkat NFkB inh
CCCCOc1ccc(Cc2cnc(N)nc2N)cc1	-20.0	5.6	0.3	7.7	2.2	15.3	-1.6	5.6	-26.6
Cc1ccc2cc(CCNC(=O)C3CCCC3)c(=O)[nH]c2c1	-2.2	-4.6	0.1	5.9	-1.8	27.6	-10.1	-2.6	-13.4
Cc1ccc(OCCn2cc(/C=C/C(=O)O)c3ccccc32)cc1	-10.5	-1.5	-0.9	5.9	1.4	-13.7	5.9	5.5	5.0
CCc1nonc1NC(=O)c1oc2ccc(Br)cc2c1C	11.9	-1.0	3.4	0.0	0.1	-9.4	-5.6	5.7	1.0
COc1ccc(N2CCN(C(=O)c3oc4ccccc4c3NC(=O)Cc3cccc(OC)c3)CC2)cc1	-4.9	10.2	-0.8	4.2	-4.5	6.9	6.5	22.1	9.3
CCN(C(=O)COc1ncnc2scc(-c3ccc(F)cc3)c12)C1CCS(=O)(=O)C1 (stereo not drawn)	0.3	0.7	-2.5	2.6	-2.9	30.2	-0.2	1.4	-3.6
Cc1cc(C)c2[nH]c(=O)c(CN(CC3CCCO3)S(=O)(=O)c3ccc4c(c3)OCCO4)cc2c1 (stereo not drawn)	-13.1	0.5	0.3	6.2	-0.8	14.6	4.5	5.5	-11.6
CN1CCN(Cc2nc3c(c(=O)n(C)c(=O)n3C)n2CCCc2ccccc2)CC1	-5.1	-1.3	-1.2	14.8	0.2	7.2	-3.0	-5.4	-1.3
O=C(Nc1cccnc1)c1cc([N+](=O)[O-])ccc1Cl	12.2	-5.0	0.3	2.0	-0.1	16.8	-8.4	-4.3	-2.7
Cc1ccc(-c2nc(SCC(=O)c3c(N)n(C)c(=O)n(C)c3=O)n[nH]2)cc1	-4.9	4.0	-0.8	-7.5	-0.5	39.0	-13.5	9.3	-14.0
CN(C)CCNC(=O)Cn1ccc2cc(S(=O)(=O)N3CCCCC3)ccc21	-6.7	-4.8	2.8	-9.3	0.6	17.9	-3.6	2.8	-5.0
CCc1cccc(NC(=O)CC2SC(N3CCCC3)=NC2=O)c1 (stereo not drawn)	14.6	8.7	3.7	-11.9	-0.4	2.3	1.5	0.2	11.1

Remaining list, next part.
SMILES	697 NFkB inh	CXCR6 block	UPR CHOP act	Gli-Sufu antag	XBP1 UPR activ	Mdm2-MdmX inh	EBI2 block	CCR6 antagonist	Jurkat NFkB inh
CC1CCC(NC(=O)CCS(=O)(=O)c2ccc3c(c2)oc(=O)n3C)CC1 (stereo not drawn)	-37.4	-5.2	0.6	13.4	-5.6	10.4	-6.2	4.5	-7.4
CCOC(=O)c1cnc2c(OC)cccc2c1Nc1ccc2c(c1)OCCO2	-48.3	-0.4	-0.9	13.3	1.7	41.8	-0.7	21.4	11.6
COc1ccccc1NC(=S)NCc1cccs1	25.8	-9.5	0.0	-13.1	-0.5	11.2	-1.7	8.1	0.4
CN1C(=S)SC(/[N+]([O-])=C\c2ccccc2)C1(C)C (stereo not drawn)	14.6	-0.4	0.0	2.1	-0.8	19.7	3.8	-2.2	-11.3
O=C(CCNS(=O)(=O)c1ccccc1Cl)N1CCN(c2ccccn2)CC1	-3.5	5.4	-1.5	-3.2	-1.8	-13.8	-5.3	5.2	2.5
O=C(COc1ccc(Cl)cc1Cl)N/N=C/c1ccc[nH]1	11.1	-3.9	6.9	-9.1	-2.2	-3.2	6.8	5.1	-1.4
CCOC(=O)Cc1nnc(NC(=O)CSc2ccccc2)s1	-0.2	0.1	-1.0	-1.2	-2.1	-2.5	-7.3	-3.0	-8.8
F[B-](F)(F)COCc1ccccc1Br	.	-4.8	.	-2.9	.	.	-0.7	8.6	.
C=COCCn1c(=N)n(CCC)c2ccccc21	-7.2	4.0	0.6	4.4	-0.8	-5.9	1.3	19.5	8.0
CN1CCN(c2ccc(NC(=O)COc3ccc4ccccc4c3)cc2)CC1	-2.9	-2.1	4.0	5.1	0.3	33.7	13.1	-3.2	-49.5
CCOC(=O)COc1cc(=O)n(CC)c2ccccc12	25.7	-6.8	-1.1	-5.0	-3.7	18.3	-8.1	-3.0	-0.1
CC(=O)NCCNC(=O)c1oc2ccccc2c1CSc1ncn[nH]1	12.5	1.2	0.2	-8.2	-2.2	7.5	-2.1	21.0	-7.0

(next part)
SMILES	697 NFkB inh	CXCR6 block	UPR CHOP act	Gli-Sufu antag	XBP1 UPR activ	Mdm2-MdmX inh	EBI2 block	CCR6 antagonist	Jurkat NFkB inh
CCCOc1ccc(N2C(=O)CC(SC(=NCC)NCC)C2=O)cc1 (stereo not drawn)	-7.7	-1.6	0.3	-7.4	0.5	40.8	-4.2	-0.5	-14.2
CCOC(=O)CSc1nnc(CNC(=O)c2ccc(OC)cc2)n1Cc1ccccc1	5.7	-0.9	0.1	3.5	-1.0	22.4	-0.1	11.2	-14.3
Oc1c(Cl)cccc1C=Nc1cc(C(F)(F)F)ccc1N1CCCC1	6.3	-1.0	1.5	31.3	3.5	7.6	-10.2	27.4	3.1
O=C(Nc1ccccc1)Nc1ccccc1C(=O)NCc1ccco1	0.3	-2.3	-0.4	-2.3	-0.3	7.2	-2.5	3.2	-1.9

Arranged by count of non-hydrogen atoms (high to low): part of the list above
SMILES	697 NFkB inh	CXCR6 block	UPR CHOP act	Gli-Sufu antag	XBP1 UPR activ	Mdm2-MdmX inh	EBI2 block	CCR6 antagonist	Jurkat NFkB inh
COc1ccc(N2CCN(C(=O)c3oc4ccccc4c3NC(=O)Cc3cccc(OC)c3)CC2)cc1	-4.9	10.2	-0.8	4.2	-4.5	6.9	6.5	22.1	9.3
Cc1noc(NS(=O)(=O)c2ccc(NC(=O)CSc3nc4ccccc4[nH]3)cc2)c1C	13.5	4.5	-0.9	0.8	-1.1	12.8	-3.6	-5.6	0.9
CCc1cccc(NC(=O)CC2SC(N3CCCC3)=NC2=O)c1 (stereo not drawn)	14.6	8.7	3.7	-11.9	-0.4	2.3	1.5	0.2	11.1
